ELG1 genotoxic = inducers of genotoxicity in HEK293T ELG1-luciferase cells | HEK293T ELG1-luciferase reporter, luminescence, 16 h | Potency, µM (series often up to 46 µM), for inactives: top-dose activity change, positive = activation, hits mostly activators | 1.3% of 330,000 active | AID 504466; note: potency is the fitted concentration of half-maximal effect; % of control where 0% means no effect; nearly all actives have a fitted effect of over 60% in size
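Step 1: seed 2,000 HEK293T ELG1-luciferase cells per well. Step 2: add compound or DMSO, incubate 16 hr at 37 °C. Step 3: ONE-Glo, 30 min at room temperature, read luminescence.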
Giardia kill = kills Giardia lamblia | Giardia lamblia trophozoite viability | activity change, % at 7.66 µM, hits read low | 0.15% of 340,000 active; in the data active = activity change below about -80%; inconclusive = between about -30% and that limit;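 note: parasites exposed to compound for two days anaerobically before the ATP read; % is set by controls: 0 for no effect and ±100 for the full control effect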
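Viability, read as ATP luminescence: trophozoites at 100 cells/well, compound added, 48 hrs anaerobic at 37 deg C, then 15-30 min room-temperature development before reading.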
BRCA1 expr up = activators of BRCA1 expression. MCF7-BRCA1-FFLuc reporter, luminescence, 48 h; response scale: scaled: vehicle 0%, 10 µM genistein 100%. Potency, µM (titrated, usually from 46.1 µM), for inactives: top-dose activation, hits mostly activators. 1.1% of 380,000 active; note: potency is the fitted concentration of half-maximal effect; nearly all actives have a fitted effect of over 80% in size; some results filed as inactive show a strong effect at the top dose
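MCF7-BRCA1-FFLuc cells, 2000/well in phenol-red-free MEM, attached 2 h then treated 48 h at 37 C. Luciferase luminescence read 15 min after reagent; normalized to genistein maximum activation (10microM) and DMSO, concentration-response fitted.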
PKM2 activator = increases activity of human pyruvate kinase M2; 0.34% of 260,000 active; Potency, µM (series often up to 57.5 µM), without a hit: top-dose activation, hits mostly activators; P14618; purified PKM2, Kinase-Glo ATP luminescence, activation; response scale: 0% is enzyme alone, no compound; note: potency is the fitted concentration of half-maximal effect; % is set by controls: 0 for no effect and ±100 for the full control effect; nearly all actives have a fitted effect of over 55% in size
Target sequence (P14618 whole entry, looked up): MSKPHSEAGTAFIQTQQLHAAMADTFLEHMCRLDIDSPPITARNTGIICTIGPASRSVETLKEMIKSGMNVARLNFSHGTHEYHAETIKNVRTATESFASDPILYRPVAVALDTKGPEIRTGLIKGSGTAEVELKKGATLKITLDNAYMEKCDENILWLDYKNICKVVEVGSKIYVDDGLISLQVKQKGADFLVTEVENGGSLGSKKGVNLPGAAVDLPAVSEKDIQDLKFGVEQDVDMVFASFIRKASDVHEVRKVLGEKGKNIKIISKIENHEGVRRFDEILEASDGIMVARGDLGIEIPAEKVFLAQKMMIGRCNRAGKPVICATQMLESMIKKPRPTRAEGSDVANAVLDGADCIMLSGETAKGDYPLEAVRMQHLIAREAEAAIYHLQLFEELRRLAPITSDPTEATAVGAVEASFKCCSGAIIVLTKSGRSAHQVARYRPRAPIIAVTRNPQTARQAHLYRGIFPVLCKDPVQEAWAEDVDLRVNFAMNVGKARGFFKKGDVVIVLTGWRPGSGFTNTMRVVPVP
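Kinase-Glo luminescence reports ATP generated from ADP (0.1 mM) and PEP (0.5 mM) by purified hPK-M2 after 1 h at room temperature, pH 7.2 imidazole buffer; intermediate enzyme activity allows detecting inhibitors and activators.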
Gal4-VP16 FLuc = counter-screen for ROR gamma inhibitors: Gal4-VP16 reporter. AID 2546. Potency, µM (top dose mostly 53.6 µM), for inactives: at the top dose activity, negative = inhibition, most hits filed as inhibitors. 3.5% of 310,000 active. Drosophila S2 Gal4-VP16 UAS-luciferase, luminescence, 20 h;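 note: Gal4-VP16 expression switched on by copper sulfate through the metallothionein promoter; potency is the fitted concentration of half-maximal effect; % is set by controls: 0 for no effect and ±100 for the full control effect; nearly all actives have a fitted effect of over 50% in size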
RORgamma inh = blocks mouse ROR gamma transcriptional activity. Drosophila S2 Gal4-RORgamma UAS-luciferase reporter, 20 h. AID 2551. Potency, µM (doses to about 53.6 µM), without a hit: top-dose activity change, negative = inhibition, hits mostly inhibitors. 5.4% of 310,000 active. P51450; note: potency is the fitted concentration of half-maximal effect; % is set by controls: 0 for no effect and ±100 for the full control effect; nearly all actives have a fitted effect of over 60% in size
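Luciferase reporter read in Schneider cells carrying Gal4-RORγ (mouse) and UAS-Photinus luciferase; cells given compound 1 h before 700 uM copper sulfate induction, then incubated 20 h at ambient temperature.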
NPC1 prom act = activates the NPC1 promoter. Huh7 NPC1 promoter luciferase reporter, 24 h. Potency, µM (highest dose often 9.22 µM), for inactives: at the highest dose activation, actives largely listed as activators. 2.4% of 320,000 active;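 note: potency is the fitted concentration of half-maximal effect; % of control where 0% means no effect; nearly all actives have a fitted effect of over 60% in size; reporter is driven by a mutant NPC1 promoter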
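Huh7 reporter cells (NPC1 promoter driving luciferase) are dosed with compound for 24 h at 37 °C, 5% CO2; luciferase detection reagent is then added and luminescence measured after 10 min at ambient temperature.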
Rab9 prom act = activates the Rab9 promoter; AID 485297; Potency, µM (series often up to 9.22 µM), for inactives: top-dose activation, negative = inhibition, usual class: activators; 2.8% of 320,000 active; Huh7 Rab9 promoter-luciferase reporter, luminescence, 24 h; note: potency is the fitted concentration of half-maximal effect; % of control where 0% means no effect; nearly all actives have a fitted effect of over 60% in size
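Cells were plated at 1500 per well in reduced-serum medium with 10% FBS and left 2 h. Compound in DMSO was then added for 24 h at 37 °C. Reporter signal was read by luminescence after 10 min with luciferase detection reagent.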
Menin-MLL TR inh = displaces Texas Red mutant MLL peptide from human menin | 0.23% of 270,000 active | O00255 | Potency, µM (top dose mostly 61.6 µM), inactives show at the top dose FP activity change, negative = inhibition, actives largely listed as inhibitors | Menin + Texas Red MLL mutant peptide, fluorescence polarization; active = well fitted inhibition curve with a large enough effect in the polarisation, with a control signal flat, not every such curve was filed as active; inconclusive = small, poorly fitted or top-dose-only effect, or effect the other way, or a change in a side signal; inactive = no such curve, though single readings can be large or run the other way; the % refers to the polarisation; note: potency is the fitted concentration of half-maximal effect; % of control where 0% means no effect; many of its hits are not listed in these tables
p53 reactivator = re-activators of mutant p53. Potency, µM (titrated, usually from 92.2 µM), without a hit: top-dose activity change, positive = activation, most hits filed as activators. AID 504706. H1299 p53-A138V BP100-luciferase reporter, luminescence, 24 h. 0.063% of 320,000 active; note: potency is the fitted concentration of half-maximal effect; % of control where 0% means no effect; nearly all actives have a fitted effect of over 45% in size
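p53-null H1299 cells stably carrying temperature-sensitive p53-A138V and a BP100-luciferase reporter were pinned with compounds (4-point, 1:5 series) and held 24 hrs at 37 deg C. Luminescence was read 10 min after detection reagent.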
FLuc counter = counter-screen for miR-21 project: firefly luciferase inhibitors or activators; P08659; purified FLuc, Km substrates, luminescence inhibition; Potency, µM (titrated, usually from 57.5 µM), inactives show at the top dose activity change, negative = inhibition, actives largely listed as inhibitors; 6.9% of 360,000 active;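 note: potency is the fitted concentration of half-maximal effect; plate controls were vehicle for no effect and reference inhibitor for full effect; nearly all actives have a fitted effect of over 55% in size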
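Purified P. pyralis luciferase (10nM final) with 10uM D-luciferin and 10uM ATP (Km levels) in 50mM Tris acetate pH 7.5, 10mM Mg acetate, 0.01% Tween-20, 0.05% BSA; qHTS 6-point titration, ~60 µM downward; luminescence read.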
* = called active by the depositor; ? = inconclusive; / = not tested or not shown; [ ] = remark or other dose. Unless noted, calls come from the whole dose curve; as a rule, active = well fitted curve in the direction sought with a large enough effect; inconclusive = small, poorly fitted or top-dose-only effect, or another doubt; inactive = no such curve, though single readings can be large; an effect the other way counts as inactive or inconclusive.

(1) Cc1cccc2sc(NNC(=O)c3ccc(S(=O)(=O)N4CC(C)CC(C)C4)cc3)nc12 (configuration not stated)
(2) CCOC(=O)C1=C(C)NC(C)=C(C(=O)OCC)C1c1ccc(C)o1
(3) CC(=O)OC(C(=O)NC1CCCCC1)c1cccc(F)c1 (configuration not stated)
(4) O=C(NN1C(=O)/C(=C/c2cc([N+](=O)[O-])ccc2O)SC1=S)c1ccccc1O
(5) O=c1[nH]c(CN2CCN(Cc3ccc4c(c3)OCO4)CC2)nc2ccccc12
(6) CC(C)CCn1c(Oc2ccc(Cl)cc2)nc2c1c(=O)n(C)c(=O)n2C
(7) O=C(c1ccccc1F)N1CCN(Cc2ccc3c(c2)OCO3)CC1
(8) COc1cccc(C(=O)NCC(=O)N/N=C/c2c(C)[nH]c3ccccc23)c1

| entry no. | 1 | 2 | 3 | 4 | 5 | 6 | 7 | 8 |
| --- | --- | --- | --- | --- | --- | --- | --- | --- |
| Menin-MLL TR inh | ? | / | 5% | / | 0% | ? | -22% | / |
| RORgamma inh | 0.71µM* | 5% | 1% | / | -24% | 10% | -2% | -10% |
| Gal4-VP16 FLuc | 1.4µM* | 8% | 2% | / | 0% | -2% | 2% | 5% |
| FLuc counter | 1% | 4% | -1% | ? | -4% | 0% | 4% | 2% |
| NPC1 prom act | -25% | -3% | -3% | -1% | -10% | -6% | -1% | 4% |
| PKM2 activator | -1% | -1% | 6% | / | -22% | -8% | 1% | / |
| Giardia kill | 4 | 28 | 4 | / | 3 | 37[activator] | 1 | 0 |
| BRCA1 expr up | -77% | -26% | -4% | / | -21% | -17% | -4% | -19% |
| Rab9 prom act | -37%[inhibitor] | -6% | -6% | 8% | -1% | -8% | -1% | 1% |
| p53 reactivator | -2% | -6% | -3% | 0% | -7% | -4% | / | -4% |
| ELG1 genotoxic | 13% | 2% | 1% | 11% | -3% | -12% | -7% | -2% |

(9) COc1cc(-c2nnc(SCC(=O)N3CCOCC3)o2)cc(OC)c1OC
(10) O=C(C[n+]1ccc2ccccc2c1)c1ccc(NC(=O)c2ccccc2)cc1
(11) Cc1ccc(OCC(=O)Nn2cnc3ccccc32)cc1
(12) Cc1cc(NC(=O)C(C)SCC(=O)OCc2ccc(Cl)cc2Cl)no1 (configuration not stated)
(13) Cn1c(=O)c(C(=O)CN2CCN(S(=O)(=O)c3ccccc3)CC2)c(N)n(Cc2ccccc2)c1=O
(14) C/C(=N\NC(=O)CN1CCOCC1)C(C)(C)C
(15) CCn1nnnc1SCC(=O)NC1CCCC1
(16) CC(C)OP(=O)(OC(C)C)C(Nc1ccccc1)c1ccc2c(c1)OCO2 (configuration not stated)

| entry no. | 9 | 10 | 11 | 12 | 13 | 14 | 15 | 16 |
| --- | --- | --- | --- | --- | --- | --- | --- | --- |
| Menin-MLL TR inh | / | -12% | 16% | / | 1% | 11% | -23% | -7% |
| RORgamma inh | -16% | 15% | ? | / | ? | -12% | 3% | -7% |
| Gal4-VP16 FLuc | 13% | 0% | -19% | / | -4% | 0%[0.365 µM] | 1% | -8% |
| FLuc counter | -2% | 0% | 5% | -10% | 2% | 4% | 3% | 0% |
| NPC1 prom act | 0% | -1% | 2% | -2% | 6% | -1% | 1% | -1% |
| PKM2 activator | / | 0% | -5% | / | 7% | 0% | -1% | 1% |
| Giardia kill | -4 | 0 | 13 | -23 | -14 | 8 | 0 | 17 |
| BRCA1 expr up | -1% | -25% | 18% | 4% | -10% | 5% | -47% | -40% |
| Rab9 prom act | 1% | -5% | 0% | 1% | -1% | -1% | 4% | -2% |
| p53 reactivator | -1% | -7% | 4% | -1% | -9% | 4% | 5% | -12% |
| ELG1 genotoxic | 23% | -11% | -1% | 0% | -1% | 4% | 0% | -5% |

(17) CCCCNC(=O)c1sc(=S)n2c1[nH]c(=O)c1ccccc12
(18) CCc1cccc(C)c1NC(=O)c1cc(C)oc1C
(19) Cc1ccc(-c2cc(C(=O)Nc3cc(C)ccc3C)[nH]n2)c(O)c1
(20) O=C(/C=C\c1ccccc1)Nc1nccs1

| entry no. | 17 | 18 | 19 | 20 |
| --- | --- | --- | --- | --- |
| Menin-MLL TR inh | 8% | ? | 14% | 14% |
| RORgamma inh | 16% | ? | -11% | 31% |
| Gal4-VP16 FLuc | -8% | 1% | 4% | ? |
| FLuc counter | ? | 6% | 1% | 1.9µM* |
| NPC1 prom act | 0% | -2% | 18% | 1.6µM* |
| PKM2 activator | 8% | 5% | 8% | -3% |
| Giardia kill | 18 | 8 | 6 | -5 |
| BRCA1 expr up | -34% | 9% | 65% | 3% |
| Rab9 prom act | 20% | 0% | ? | 0.89µM* |
| p53 reactivator | 29% | -9% | 6% | 54% |
| ELG1 genotoxic | -7% | -6% | 10% | ? |

Entries from the list above containing sulfur, in the order listed:
(1) Cc1cccc2sc(NNC(=O)c3ccc(S(=O)(=O)N4CC(C)CC(C)C4)cc3)nc12 (configuration not stated)
(4) O=C(NN1C(=O)/C(=C/c2cc([N+](=O)[O-])ccc2O)SC1=S)c1ccccc1O
(9) COc1cc(-c2nnc(SCC(=O)N3CCOCC3)o2)cc(OC)c1OC
(12) Cc1cc(NC(=O)C(C)SCC(=O)OCc2ccc(Cl)cc2Cl)no1 (configuration not stated)
(13) Cn1c(=O)c(C(=O)CN2CCN(S(=O)(=O)c3ccccc3)CC2)c(N)n(Cc2ccccc2)c1=O
(15) CCn1nnnc1SCC(=O)NC1CCCC1
(17) CCCCNC(=O)c1sc(=S)n2c1[nH]c(=O)c1ccccc12
(20) O=C(/C=C\c1ccccc1)Nc1nccs1

| entry no. | 1 | 4 | 9 | 12 | 13 | 15 | 17 | 20 |
| --- | --- | --- | --- | --- | --- | --- | --- | --- |
| Menin-MLL TR inh | ? | / | / | / | 1% | -23% | 8% | 14% |
| RORgamma inh | 0.71µM* | / | -16% | / | ? | 3% | 16% | 31% |
| Gal4-VP16 FLuc | 1.4µM* | / | 13% | / | -4% | 1% | -8% | ? |
| FLuc counter | 1% | ? | -2% | -10% | 2% | 3% | ? | 1.9µM* |
| NPC1 prom act | -25% | -1% | 0% | -2% | 6% | 1% | 0% | 1.6µM* |
| PKM2 activator | -1% | / | / | / | 7% | -1% | 8% | -3% |
| Giardia kill | 4 | / | -4 | -23 | -14 | 0 | 18 | -5 |
| BRCA1 expr up | -77% | / | -1% | 4% | -10% | -47% | -34% | 3% |
| Rab9 prom act | -37%[inhibitor] | 8% | 1% | 1% | -1% | 4% | 20% | 0.89µM* |
| p53 reactivator | -2% | 0% | -1% | -1% | -9% | 5% | 29% | 54% |
| ELG1 genotoxic | 13% | 11% | 23% | 0% | -1% | 0% | -7% | ? |

Not all compounds are listed. The share of hits here may be higher or lower than overall.
